Compound activity (PubChem)
PLC-gamma1 inh = PLC-gamma1 enzyme inhibitors, primary screen, biochemical, fluorescence, purified enzyme. AID 720700, 2013. inhibition, % at 12.2 µM. 1-phosphatidylinositol 4,5-bisphosphate phosphodiesterase gamma-1 (Homo sapiens), P19174. actives 0.84% (n = 370,000). fluorogenic substrate; in the data active = inhibition above about 9.5%
PLCb3 inh = human PLC-beta3 inhibitors, primary screen, biochemical, fluorescence; actives 0.18% (n = 370,000); inhibition, % at 12.2 µM; Purified PLC-beta3, fluorogenic substrate; 1-phosphatidylinositol 4,5-bisphosphate phosphodiesterase beta-3 (Homo sapiens), Q01970; in the data active = inhibition above about 11%;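 also: 0% = median of compound wells on plate and 100% = full blocker control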
DAX1 inh-1 = DAX1 (NR0B1) inhibitors on StAR promoter, primary screen, cell-based, luminescence, SF-1 (NR5A1), full-length DAX-1 | HEK293T StAR-luciferase reporter, SF-1/DAX-1 repression relief | inhibition, % at 6.8 µM | actives 1.1% (n = 370,000) | AID 652010, 2013;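 active = inhibition above the mean over all tested compounds plus 3 SD, cut at about 3.6% in these data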;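 also: 0% = DAX-1 cells with DMSO and 100% = cells lacking DAX-1 with DMSO; higher inhibition means more luminescence from relief of DAX-1 repression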
hcDAF-12 act = H. contortus DAF-12 nuclear receptor activators, primary screen, cell-based, luminescence, HEK293, lit1-tk-luc reporter; HEK293 hcDAF-12 lit1-tk-luc reporter; 0% DMSO, 100% Δ7-dafachronic acid; activation, % at 6.8 µM; actives 1.4% (n = 370,000);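 active = activation above the mean of all tested compounds plus 3 SD, cut at about 5.5% in these data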;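 also: 100% = response to 3 µM Δ7-dafachronic acid high control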
FXN GAA850 act = FXN promoter activators, primary screen, cell-based, luciferase luminescence, HEK293 lucGAA850 | HEK293 lucGAA850 FXN promoter luciferase reporter, 24 h; percent of 10 µM SAHA response | activation, % at 6 µM | AID 540364, 2011 | actives 0.56% (n = 360,000);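 active = activation above the average of all compounds screened plus 3 SD, cutoff fixed separately per campaign, cut at about 7.5% in these data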;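 also: 0% = DMSO wells and 100% = 10 µM SAHA wells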
hgDAF12 agonist = H. glycines DAF-12 receptor agonists, primary screen, cell-based, luminescence, HEK293, GAL4 fusion, UAS-luciferase. Nuclear hormone receptor DAF-12 (Heterodera glycines), GAL4 fusion. HEK293 GAL4-hgDAF12 UAS-luciferase reporter, agonist luminescence; normalized to butyrate control. activation, % at 6.8 µM. actives 1.8% (n = 370,000). AID 687014, 2013;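 active = activation above a cutoff set at the mean of all screened compounds plus 3 SD, cut at about 10% in these data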;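 also: 0% = DMSO wells and 100% = sodium butyrate wells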
ADAM10 inh = human ADAM10 inhibitors, primary screen, biochemical, QFRET, HTS. recombinant ADAM10, EDANS/DABCYL FRET peptide cleavage, 3 h. actives 0.62% (n = 370,000). Disintegrin and metalloproteinase domain-containing protein 10 (Homo sapiens), O14672. inhibition, % at 7 µM;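 active = inhibition above a per-campaign cutoff equal to the mean of compounds falling between control-based bounds plus 3 SD, cut at about 20% in these data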;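 also: 0% = DMSO wells while the 100% control is not disclosed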
Target sequence (O14672 214-748 limits assumed): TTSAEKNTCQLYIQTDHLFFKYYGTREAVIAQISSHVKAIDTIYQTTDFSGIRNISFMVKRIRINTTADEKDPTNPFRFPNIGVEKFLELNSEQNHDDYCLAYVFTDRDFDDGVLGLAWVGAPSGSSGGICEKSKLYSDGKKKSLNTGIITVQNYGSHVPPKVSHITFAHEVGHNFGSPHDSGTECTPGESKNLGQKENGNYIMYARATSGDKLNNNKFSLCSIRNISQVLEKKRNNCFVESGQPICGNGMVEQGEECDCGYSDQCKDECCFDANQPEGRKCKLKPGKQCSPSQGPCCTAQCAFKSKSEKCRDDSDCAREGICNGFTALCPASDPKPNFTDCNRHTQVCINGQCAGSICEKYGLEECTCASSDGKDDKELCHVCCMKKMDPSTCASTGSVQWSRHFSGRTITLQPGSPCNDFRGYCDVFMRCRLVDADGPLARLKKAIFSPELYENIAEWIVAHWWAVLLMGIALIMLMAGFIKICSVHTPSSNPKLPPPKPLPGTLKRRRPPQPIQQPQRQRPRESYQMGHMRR
ADAM17 inh = ADAM17 inhibitors, primary screen, biochemical, QFRET. recombinant ADAM17, EDANS/DABCYL FRET peptide cleavage. inhibition, % at 6.95 µM. actives 0.83% (n = 370,000);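 active = inhibition above the mean of compounds lying between control limits plus 3 SD, set per campaign, cut at about 8.5% in these data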;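 also: 0% = DMSO-only wells as the low control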
ssDAF12 agonist = S. stercoralis DAF-12 nuclear receptor activators, primary screen, cell-based, luminescence, HEK293, GRIP1 co-expression, lit1-tk-luc; HEK293 ssDAF-12/GRIP1 lit1-tk-luc reporter; % of 3 µM dafachronic acid response; activation, % at 6.8 µM; actives 1% (n = 370,000); AID 652126, 2013;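 active = activation above the mean over all tested compounds plus 3 SD, cut at about 0.9% in these data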;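 also: 0% = DMSO-only wells and 100% = 3 µM delta7-dafachronic acid wells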
DAX1 inh-2 = DAX1 (NR0B1) inhibitors, primary screen, cell-based, HEK293, Gal4-DAX1, luciferase luminescence. actives 0.99% (n = 340,000). HEK293 Gal4-DAX1 luciferase reporter. inhibition, % at 6.75 µM. Nuclear receptor subfamily 0 group B member 1 (Homo sapiens), P51843. AID 504766, 2011;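 active = inhibition above the mean over all tested compounds plus 3 SD, cut at about 4.2% in these data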;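 also: 0% = DAX1-transfected cells with DMSO and 100% = empty-vector control cells with DMSO; inhibition shows as a rise in luminescence from relieved DAX1 repression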
Target sequence (P51843 207-470 limits assumed): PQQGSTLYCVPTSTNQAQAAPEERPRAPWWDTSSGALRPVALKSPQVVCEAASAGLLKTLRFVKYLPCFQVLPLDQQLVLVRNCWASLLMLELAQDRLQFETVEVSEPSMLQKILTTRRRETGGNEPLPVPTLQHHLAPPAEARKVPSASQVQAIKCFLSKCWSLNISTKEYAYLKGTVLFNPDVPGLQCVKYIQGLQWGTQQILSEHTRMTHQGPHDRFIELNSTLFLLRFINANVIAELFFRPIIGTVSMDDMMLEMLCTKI
sPLA2-III inh = human group III sPLA2 inhibitors, primary screen, biochemical, QFRET, BODIPY PC-A2 liposome substrate | Group 3 secretory phospholipase A2 (Homo sapiens), Q9NZ20 | QFRET BODIPY PC-A2 liposome hydrolysis, fluorescence | inhibition, % at 12.2 µM | actives 0.56% (n = 370,000);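 active = inhibition above mean plus 3 SD of compounds lying within the high and low control bounds, cut at about 19% in these data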;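 also: 0% = median of test compound wells and 100% = no enzyme DMSO wells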
Numbers without * were called inactive; i = inactive; . = not tested or not shown.

SMILES | PLC-gamma1 inh | PLCb3 inh | DAX1 inh-1 | hcDAF-12 act | FXN GAA850 act | hgDAF12 agonist | ADAM10 inh | ADAM17 inh | ssDAF12 agonist | DAX1 inh-2 | sPLA2-III inh
CCc1cc2c(Sc3nc4ccccc4s3)ncnc2s1 | -1 | 1 | -1.2 | -2.6 | -15 | -8.7 | -7 | -5 | -1.5 | -1.4 | -5
COc1ccc2c(c1)OCC(O)(c1ccccc1)C2=O (stereo unspecified) | 4 | 1 | 0.9 | -0.3 | -0.6 | 2.9 | -5 | 3 | -0.4 | -0.1 | 5
CC(=O)OCC(=O)NCCCOc1cccc(CN2CCCCC2)c1 | -1 | -1 | 2.1 | 2.2 | 2.2 | 0.8 | -4 | -4 | -1.1 | 0.2 | 4
COc1ccc(-n2nc(C(=O)NCC(=O)NCCC3=CCCCC3)c3ccccc3c2=O)cc1OC | -28 | -43 | -0.5 | -1.9 | -2.7 | -0.6 | -8 | -2 | -1.3 | -0.9 | 1
Cc1ccc(-c2c3c(=O)n(C)c(=O)n(C)c3cn2-n2cnnc2)cc1 | -20 | -15 | 0.1 | 2.6 | 10* | 5.1 | -3 | -4 | 0.1 | 3.1 | -2
CCN(C(=O)COC(=O)c1c2c(nc3ccccc13)CCC2)c1c(N)n(Cc2ccccc2)c(=O)[nH]c1=O | -4 | -11 | -0.6 | -0.3 | -1.8 | -1.3 | -9 | 1 | -1.0 | 0.3 | -14
COc1ccccc1NC(=O)CSc1nc2sc(C)c(C)c2c(=O)n1C | 3 | -5 | 0.3 | -1.8 | 0.8 | -2.4 | 1 | 1 | -1.0 | 2.8 | -5
O=S1(=O)CCN2C=Nc3sc4c(c3C2=N1)CCCC4 | -3 | -2 | -0.1 | -1.5 | -0.9 | 0.6 | -3 | -2 | -0.8 | 0.7 | 3
CSc1ccccc1OCc1cc(C(=O)NC2CCOC2)no1 (stereo unspecified) | 0 | -6 | -0.1 | 1.2 | 4.4 | 2.3 | 1 | -1 | -1.1 | 0.5 | 2
CCOc1ccc(-n2c(COc3ccc(C)cc3)nnc2SCC(=O)Nc2ccc(F)c(F)c2)cc1 | 1 | 0 | -1.0 | -0.5 | . | -0.7 | 12 | 3 | -1.4 | . | -14
COc1ccc(NC(=O)c2ccccc2C)cc1 | 1 | -5 | 1.6 | 2.1 | 4.0 | 6.1 | -4 | -1 | -0.3 | 6.3* | 3
Cn1ccc(C(=O)N/N=C/c2cccnc2)n1 | 7 | -4 | 0.2 | 4.5 | 3.3 | 3.9 | 4 | 5 | -1.2 | 0.3 | 6
CC1Sc2ccc(S(=O)(=O)NCCc3ccccc3)cc2NC1=O (stereo unspecified) | 3 | -13 | -0.4 | -0.5 | 1.4 | 1.6 | -1 | -1 | -0.7 | 0.3 | -23
CCOC(=O)N1CCN(C(=O)COc2ccc3oc4c(c3c2)CCCC4)CC1 | -2 | -10 | 0.8 | -1.0 | 2.6 | -0.1 | -6 | -2 | -1.6 | -0.9 | -10
CCOC(=O)CSc1nc2sc3c(c2c(=O)n1-c1ccccc1)CCN(C)C3 | -42 | -47 | -0.8 | -0.1 | 2.1 | 0.3 | -96 | -45 | -0.4 | 0.8 | -11
COc1ccc(C2(C(=O)Nc3ccc(C)cc3)CCOCC2)cc1 | -4 | -3 | -0.7 | -1.1 | 1.3 | 2.1 | -9 | -3 | -1.2 | -0.7 | 3
COc1ccc(C(=O)C2CCCN(Cc3sc(N4CCCC4)nc3Cl)C2)c(OC)c1 (stereo unspecified) | 1 | 0 | -2.3 | -2.5 | -2.6 | -3.0 | 3 | 2 | -0.8 | -1.9 | -10
Cc1ccc(NC(=O)c2cccc(NC3=NC4CS(=O)(=O)CC4S3)c2)cc1 (stereo unspecified) | 0 | 2 | 0.9 | -0.2 | 0.8 | -1.5 | -4 | 2 | -1.2 | -0.1 | 1
CN1CCN(Cc2coc3c(Cl)cc(Cl)cc3c2=O)CC1 | -4 | -10 | 0.3 | 0.6 | 1.2 | -2.6 | 1 | -4 | 1.3* | -0.5 | 1
CC(=O)NC(Nc1nc2c(s1)CCCC2)(C(F)(F)F)C(F)(F)F | 2 | -2 | -0.1 | 0.8 | 3.4 | 0.0 | 2 | -4 | -1.0 | -0.8 | 4
O=C(Nc1ccc(Cl)cc1)Nc1ccc(S(=O)(=O)Nc2ncccn2)cc1 | 1 | 1 | 1.3 | -1.3 | -1.8 | 0.7 | -3 | -3 | -0.8 | -0.3 | -25
COc1ccc(-c2coc3cc(O)c(OC)cc3c2=O)cc1 | i | i | 0.1 | 1.4 | 3.2 | 9.9 | i | -213 | 0.0 | -0.2 | 0
COc1ccccc1NS(=O)(=O)c1cccc(NC(=O)c2cncc(Br)c2)c1 | 0 | 1 | -2.6 | -3.1 | -0.2 | -0.3 | -15 | 2 | -1.6 | -3.3 | -17
COc1ccc(-c2csc(N3CCOCC3)n2)cc1OC | -4 | -1 | 0.3 | 2.2 | 5.7 | 11* | -2 | -3 | -1.0 | 1.4 | 5
Cc1cc(C)n(C(=O)CNC(=O)c2ccc(C(C)(C)C)cc2)n1 | 4 | -6 | 0.4 | 1.4 | 2.3 | -0.2 | -3 | -1 | -0.8 | 0.3 | 0
Cc1nnc(N)nc1C | 0 | -1 | -0.2 | 1.2 | 1.8 | -0.7 | 7 | -2 | -0.9 | 0.1 | 6
Cc1cccc(C#Cc2ccccc2)n1 | -1 | -2 | 4.9* | 2.8 | 2.5 | 11* | -8 | -8 | -0.3 | 1.0 | 11
CCOc1ccc2nc(NC(=O)CSc3nc4c(c(=O)n(C)c(=O)n4C)n3CC)sc2c1 | 2 | 3 | 0.2 | -0.3 | . | 1.7 | 0 | -2 | -0.8 | . | -2
COc1ccccc1CCC(=O)N(C)CC(=O)Nc1ccc(F)cc1 | 0 | -4 | -1.1 | -1.3 | 1.1 | -1.9 | -1 | -3 | -1.2 | 0.2 | -2
Cc1ccc2nc(SCC(=O)Nc3cccc4ccccc34)nc(=O)n2c1 | -3 | -5 | -0.7 | 1.9 | 1.9 | -1.1 | -11 | 3 | -1.0 | -1.6 | 10
O=C(Nc1nc(-c2cccnc2)cs1)c1ccccc1F | -3 | -7 | 1.1 | -0.7 | 4.0 | 4.7 | -3 | -6 | -1.8 | 1.7 | 2
COC(=O)c1ccc(Cn2c(O)c(N=NC(N)=S)c3ccccc32)o1 | 4 | 4 | -0.5 | -1.6 | 0.3 | 0.9 | 10 | -2 | -0.6 | -0.7 | 8
C=CCNC(=S)N/N=C(\C)c1cc(OC)c(OC)c(OC)c1 | -2 | 0 | -0.5 | -0.6 | 2.6 | -2.5 | 6 | -2 | -1.4 | -0.1 | 11
CCN(CC)CCN1C(=O)C(O)=C(C(=O)c2cc3ccccc3o2)C1c1cccnc1 (stereo unspecified) | -4 | -7 | -0.2 | -1.0 | -0.7 | 0.8 | 1 | 4 | -0.7 | -0.4 | -4
Cc1ccc(OCCn2ccc(=O)[nH]c2=O)cc1C | 1 | 4 | 0.2 | -0.7 | -0.7 | -1.4 | 1 | -2 | -1.7 | -0.8 | 4
COc1cccc(N2CCN(C(=O)Nc3ccccc3Cl)CC2)c1 | 5 | 3 | -0.3 | -2.9 | 2.3 | 2.3 | -3 | 0 | -1.4 | 1.9 | 2
CCOC(=O)N1CCN(C(=O)c2ccc(N3C(=O)CCC3=O)cc2)CC1 | -1 | 1 | -0.2 | -0.2 | 2.5 | 1.1 | -2 | 0 | -0.2 | 0.2 | 0
CCc1ccc(O)c(-c2cc(C(=O)Nc3cccnc3)[nH]n2)c1 | 1 | -9 | 3.8* | 1.4 | 7.8* | 12* | 6 | 0 | -0.1 | 1.0 | -27
CC1CN(c2ccccc2)NC1=O (stereo unspecified) | 1 | -3 | -1.2 | -0.7 | -1.3 | -6.6 | -6 | -1 | -1.6 | -1.4 | -5
CCN(Cc1ccccc1)C(c1cccc(C#N)c1)c1nnnn1C(C)(C)C (stereo unspecified) | 2 | 2 | -0.9 | -2.1 | 4.0 | 0.3 | -214 | 0 | -1.7 | 0.0 | -5

Taken from above:
COc1ccc(-c2csc(N3CCOCC3)n2)cc1OC | DAX1 inh-2 = 1.4
CCc1ccc(O)c(-c2cc(C(=O)Nc3cccnc3)[nH]n2)c1 | PLC-gamma1 inh = 1

(cont.)
SMILES | PLC-gamma1 inh | PLCb3 inh | DAX1 inh-1 | hcDAF-12 act | FXN GAA850 act | hgDAF12 agonist | ADAM10 inh | ADAM17 inh | ssDAF12 agonist | DAX1 inh-2 | sPLA2-III inh
O=C(c1ccco1)N1CCCC(N2CCN(c3ccccc3F)CC2)C1 (stereo unspecified) | 4 | -2 | -0.3 | -1.4 | 0.5 | -5.0 | -3 | 7 | -1.4 | 0.0 | 11
O=[N+]([O-])c1ccccc1-c1ccc(C(=S)N2CCN(c3ccccc3)CC2)o1 | -12 | -21 | -0.2 | 3.0 | -0.5 | 1.3 | -1 | -2 | 1.7* | -0.8 | -1
Cc1ccc(NC2(C#N)C(=O)Nc3ccccc32)cc1C (stereo unspecified) | 0 | -5 | -0.5 | 3.2 | -0.3 | 6.5 | 10 | -1 | -0.2 | -0.3 | 2
CC1CC(C)CN(S(=O)(=O)N2CCCC(C(=O)NC(C)c3ccccc3)C2)C1 (stereo unspecified) | 4 | -7 | -0.6 | -0.8 | 0.2 | -1.4 | 5 | -5 | -1.0 | 0.1 | 9
COc1ccc2c(CC(=O)O)cc(=O)oc2c1 | -28 | -48 | 0.3 | 0.6 | 1.6 | -0.1 | -290 | -106 | -1.7 | 1.0 | -1
O=C(NNC(=O)C12CC3CC(CC(O)(C3)C1)C2)c1ccccc1O | -18 | -34 | 1.0 | 1.5 | 0.6 | -0.3 | -100 | -34 | -0.6 | 0.4 | -3
COc1ccccc1CC(=O)c1ccccc1OC | -2 | 1 | 0.1 | -1.8 | 0.1 | -2.5 | 7 | 0 | -1.6 | -1.4 | -8
O=C(Cn1cc([N+](=O)[O-])cn1)NCc1ccco1 | 0 | -6 | -0.2 | -2.3 | -1.1 | -0.1 | 3 | -1 | -1.6 | 0.4 | -3
